S1P4 agonist = agonists of human S1P4 receptor; O95977; S1P4-expressing cell line, agonist reporter assay; activation, % at 4.98 µM; 220,000 compounds, 0.35% hits; in the data active = activation above about 11%;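 note: 0% = DMSO vehicle and 100% = reference agonist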
NPY-Y2 PAM-ag = potentiates or activates human NPY-Y2 receptor; cells expressing NPY-Y2, potentiator/agonist read-out; activation, % at 3.6 µM; 220,000 compounds, 0.45% hits; P49146; in the data active = activation above about 27%;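 note: cells stimulated with NPY near EC25 plus isoproterenol at EC100; 0% = vehicle plus submaximal agonist and 100% = vehicle plus saturating agonist; some results beyond the cut were filed as inactive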
Target sequence (P49146 whole entry, looked up): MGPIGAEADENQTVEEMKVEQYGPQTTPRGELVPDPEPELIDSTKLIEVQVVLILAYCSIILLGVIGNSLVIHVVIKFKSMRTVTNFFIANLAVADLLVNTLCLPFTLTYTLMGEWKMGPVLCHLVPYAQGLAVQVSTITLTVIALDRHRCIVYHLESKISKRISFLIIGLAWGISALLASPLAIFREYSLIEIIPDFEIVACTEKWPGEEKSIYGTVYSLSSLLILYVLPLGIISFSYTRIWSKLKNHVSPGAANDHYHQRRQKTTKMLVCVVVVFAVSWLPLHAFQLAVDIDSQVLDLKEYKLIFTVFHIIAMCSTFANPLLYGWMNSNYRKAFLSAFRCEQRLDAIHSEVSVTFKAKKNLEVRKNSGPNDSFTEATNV
PERK inhibitor = human PERK inhibition, primary cell-based screen. Q9NZJ5. CHO PERK-DD fusion, SEAP luminescence translation reporter. inhibition, % at 5.6 µM. 220,000 compounds, 0.17% hits. AID 1416;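 active = inhibition above the mean inhibition of all tested compounds plus 3 SD, set separately per screening campaign, cut at about 2.9% in these data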;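 note: PERK kinase domain activated by AP20187 dimerizer at 100 nM; 0% = DMSO with dimerizer and 100% = rapamycin at 8.4 µM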
BaF3 parental = counter-screen for JAK2V617F inhibitors: parental Ba/F3 viability inhibitors. CellTiter-Glo ATP luminescence. inhibition, % at 5.6 µM. 220,000 compounds, 1.1% hits;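 active = inhibition above a per-campaign cutoff, the mean inhibition of all tested compounds plus 3 SD, cut at about 27% in these data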;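 note: 0% = DMSO wells and 100% = JAK Inhibitor I control wells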
Ba/F3 V617F tox = reduce viability of Ba/F3 cells dependent on JAK2V617F. Ba/F3 EpoR-JAK2V617F viability, ATP luminescence. inhibition, % at 5.6 µM. 220,000 compounds, 1.1% hits;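 active = inhibition above the campaign mean plus 3 SD over all tested compounds, cut at about 24% in these data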;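 note: cytokine-independent growth of Ba/F3 cells driven by EpoR plus mutant JAK2; 0% = DMSO-treated cells and 100% = JAK inhibitor I control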
eIF4E-4G inh = blocks eIF4E binding to eIF4G | P63073+Q04637 | TR-FRET eIF4E-eIF4GI(517-606) binding, 2 h | inhibition, % at 21.7 µM | 220,000 compounds, 0.37% hits | AID 782;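 active = inhibition above about 30%, limit read from the data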;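 note: 0% = full FRET control wells and 100% = background wells lacking eIF4GI fragment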
S1P4 antag = blocks the human S1P4 receptor; AID 1510; S1P4-expressing cells, antagonist mode, reporter read-out; inhibition, % at 4.98 µM; 220,000 compounds, 0.26% hits; in the data active = inhibition above about 29%;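 note: 0% = wells stimulated with agonist and 100% = vehicle wells without agonist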
Wee1 stabilizer = blocks degradation of human Wee1 kinase. P30291. HeLa Luc-Wee1K328M stability, luciferase luminescence; 100% = proteasome inhibitor MG132 effect. reporter increase, % at 5 µM. 220,000 compounds, 1.2% hits. AID 1321;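 active = activation above the mean of all tested compounds plus 3 SD, set per screening run, cut at about 8.8% in these data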;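 note: cells exposed to compound for 20 h before luminescence read; 0% = DMSO alone and 100% = MG132 at 30 µM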
MDM2 E3 inh = inhibitors of human Mdm2 E3 ubiquitin ligase. Q00987. cell-based MDM2 ubiquitination luciferase reporter, 2 h; 0 = plate control, 100 = twice control, blank-subtracted. signal enhancement, % at 5 µM. 210,000 compounds, 0.11% hits. AID 1230;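 active = signal enhancement of 30% or more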;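 note: luminescence tracks abundance of the self-degrading MDM2-luciferase fusion protein; higher signal means inhibition of MDM2 E3 ligase activity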
Target sequence (Q00987 whole entry, looked up, the tested form may be a part): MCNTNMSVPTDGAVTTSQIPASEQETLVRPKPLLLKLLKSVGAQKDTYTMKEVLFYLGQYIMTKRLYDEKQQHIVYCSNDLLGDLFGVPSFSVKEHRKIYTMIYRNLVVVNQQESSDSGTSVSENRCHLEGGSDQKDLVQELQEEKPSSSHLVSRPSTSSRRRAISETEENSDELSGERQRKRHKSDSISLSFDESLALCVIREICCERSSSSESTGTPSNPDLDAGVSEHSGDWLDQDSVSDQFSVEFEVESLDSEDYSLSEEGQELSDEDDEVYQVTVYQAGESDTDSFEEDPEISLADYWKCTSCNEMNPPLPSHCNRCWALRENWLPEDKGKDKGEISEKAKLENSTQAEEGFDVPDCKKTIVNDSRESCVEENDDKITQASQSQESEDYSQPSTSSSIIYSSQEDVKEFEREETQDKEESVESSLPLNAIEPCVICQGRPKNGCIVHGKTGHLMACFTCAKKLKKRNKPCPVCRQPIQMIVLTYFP
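System: stable MDM2–luciferase fusion reporter cells / Input: 2000 cells seeded into each well / Schedule: 4 h settle plus 2 h compound, 37 °C / Compound: single-point 5 µM / Buffer or medium: cells held in DMEM / Benchmarks: control and blank well means / Evaluation: percent signal gain over controls, blank-subtracted / Measured by: luciferase luminescence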
* = called active by the depositor; [ ] = another dose, or the depositor's remark.

`Cc1ccc(OCC(=O)NCCN2CCOCC2)cc1C` gave S1P4 agonist -0.8, NPY-Y2 PAM-ag 2.6, PERK inhibitor 2.9, BaF3 parental 5.1, Ba/F3 V617F tox -1.6, eIF4E-4G inh -0.5, S1P4 antag -1.5, Wee1 stabilizer -2.4 and MDM2 E3 inh -3.1.
`CCc1nc(N)nc(N)c1-c1ccc(Cl)cc1` gave S1P4 agonist 2.1, NPY-Y2 PAM-ag 5.6, PERK inhibitor 0.2, BaF3 parental 97.0*, Ba/F3 V617F tox 96.6*, eIF4E-4G inh 2.5, S1P4 antag -7.2 and Wee1 stabilizer -0.5.
O=C(COC(=O)c1cccs1)NC1CCCCC1 was read as S1P4 agonist 1.4, NPY-Y2 PAM-ag -3.0, PERK inhibitor 0.0, BaF3 parental -3.1, Ba/F3 V617F tox -4.3, eIF4E-4G inh 5.0, S1P4 antag -8.7 and Wee1 stabilizer -1.0.
Cn1c(=O)c2c(ncn2CC(=O)Nc2ccccc2N2CCOCC2)n(C)c1=O was read as S1P4 agonist -0.9, NPY-Y2 PAM-ag 1.1, PERK inhibitor -0.3, BaF3 parental 3.6, Ba/F3 V617F tox -0.7, eIF4E-4G inh -5.2, S1P4 antag -23.7, Wee1 stabilizer 0.4 and MDM2 E3 inh -10.1.
`CCCCCCN1C2=NCCN2c2ccccc21` gave S1P4 agonist 0.1, NPY-Y2 PAM-ag 3.5, PERK inhibitor -0.1, BaF3 parental 4.7, Ba/F3 V617F tox -1.9, eIF4E-4G inh -1.1, S1P4 antag -0.2, Wee1 stabilizer -3.0 and MDM2 E3 inh -12.4.
For Cc1ccc(NC(=O)CSc2nnc(C)c(=O)n2N)c(C)c1 the results were S1P4 agonist 0.4, NPY-Y2 PAM-ag 3.6, PERK inhibitor 0.5, BaF3 parental 4.0, Ba/F3 V617F tox 0.3, eIF4E-4G inh 4.2, S1P4 antag -18.6 and Wee1 stabilizer 3.4.
NC(=O)NC1CCCc2c1[nH]c1ccc(Cl)cc21 (centres undefined) was read as S1P4 agonist 0.3, NPY-Y2 PAM-ag 22.1, PERK inhibitor 1.4, BaF3 parental 9.6, Ba/F3 V617F tox -2.8, eIF4E-4G inh -5.4, S1P4 antag -9.2, Wee1 stabilizer -1.6 and MDM2 E3 inh -23.7.
Screening O=[N+]([O-])c1cc(-c2n(-c3ccccn3)c3ccccc3[n+]2-c2ccccn2)ccc1Cl returned S1P4 agonist -0.7, NPY-Y2 PAM-ag 0.8, PERK inhibitor -0.4, BaF3 parental 1.3, Ba/F3 V617F tox -1.9, eIF4E-4G inh 1.8, S1P4 antag 1.4, Wee1 stabilizer -3.8 and MDM2 E3 inh -14.2.
COc1ccccc1-c1nnc(SCC(=O)O)n1-c1ccccc1 was read as S1P4 agonist 1.6, NPY-Y2 PAM-ag 5.0, PERK inhibitor 0.5, BaF3 parental 0.5, Ba/F3 V617F tox -1.0, eIF4E-4G inh -1.3, S1P4 antag -7.3, Wee1 stabilizer -1.6 and MDM2 E3 inh -9.4.
Screening O=C(CSc1nnc(CN2CCOCC2)n1-c1ccc(Cl)cc1)N1CCc2ccccc21 returned S1P4 agonist -3.0, NPY-Y2 PAM-ag 2.8, PERK inhibitor 0.4, BaF3 parental -3.9, Ba/F3 V617F tox -5.5, S1P4 antag -25.0 and Wee1 stabilizer -1.4.
COc1ccc(-n2nnc3c(=O)n(Cc4ccccc4C)cnc32)cc1 was read as S1P4 agonist 1.8, NPY-Y2 PAM-ag 6.7, PERK inhibitor -0.3, BaF3 parental 3.4, Ba/F3 V617F tox 2.1, eIF4E-4G inh -6.0, S1P4 antag -23.1, Wee1 stabilizer -0.4 and MDM2 E3 inh 0.1.
For CCOc1ccc(NC(=O)c2ccccn2)cc1 the results were S1P4 agonist 0.6, NPY-Y2 PAM-ag -12.9, PERK inhibitor 1.3, BaF3 parental 11.9, Ba/F3 V617F tox 6.3, eIF4E-4G inh 3.6, S1P4 antag -16.4, Wee1 stabilizer -4.2 and MDM2 E3 inh -83.6.
For CSCCC(C(=O)NCc1cccs1)N1C(=O)c2ccccc2C1=O (centres undefined) the results were S1P4 agonist 0.9, NPY-Y2 PAM-ag -7.7, PERK inhibitor 0.1, BaF3 parental -0.4, Ba/F3 V617F tox -4.4, eIF4E-4G inh -3.2[fluorescence artefact?], S1P4 antag -17.4, Wee1 stabilizer 0.7 and MDM2 E3 inh -3.7.
`Cc1ccc2c(C(=O)CN3CCC4(CC3)OCCO4)c(C)[nH]c2c1` gave S1P4 agonist 0.1, NPY-Y2 PAM-ag 11.5, PERK inhibitor 0.1, BaF3 parental 6.4, Ba/F3 V617F tox -0.5, eIF4E-4G inh -3.0, S1P4 antag -5.6, Wee1 stabilizer -2.8 and MDM2 E3 inh 0.5.
Screening COCCN1Cc2cccc(C(=O)Nc3ccccc3OC)c2C1=O returned S1P4 agonist 0.8, NPY-Y2 PAM-ag -1.9, PERK inhibitor 0.5, BaF3 parental 4.6, Ba/F3 V617F tox -1.3, eIF4E-4G inh -1.0, S1P4 antag -1.9, Wee1 stabilizer -0.5 and MDM2 E3 inh 1.1.
Cc1c(C(=O)N2CCCC2)sc(NC(=O)c2cccs2)c1C#N was read as S1P4 agonist 0.9, NPY-Y2 PAM-ag 5.8, PERK inhibitor 0.3, BaF3 parental 0.7, Ba/F3 V617F tox -1.2, eIF4E-4G inh 7.1[fluorescence artefact?], S1P4 antag -10.2 and Wee1 stabilizer 0.8.
CCOC(=O)N1CCC(=NNC(=O)c2cc3ccccc3cc2O)CC1 was read as S1P4 agonist 2.1, NPY-Y2 PAM-ag 10.9, PERK inhibitor 0.6, BaF3 parental 4.7, Ba/F3 V617F tox 0.8, eIF4E-4G inh -4.5[fluorescence artefact?], S1P4 antag -6.5, Wee1 stabilizer -0.8 and MDM2 E3 inh -9.8.
`O=C(O)CCC(=O)NC(c1ccccc1)c1ccccc1` gave S1P4 agonist 1.4, NPY-Y2 PAM-ag -15.3, PERK inhibitor 1.0, BaF3 parental 3.7, Ba/F3 V617F tox -3.8, eIF4E-4G inh -0.3, S1P4 antag -4.6, Wee1 stabilizer 0.6 and MDM2 E3 inh -7.6.
Screening CN(C)/C=C/C(=C\C(=O)C(F)(F)F)Nc1ccc(C(F)(F)F)cc1 returned S1P4 agonist 1.0, NPY-Y2 PAM-ag -6.2, PERK inhibitor 0.5, BaF3 parental 10.4, Ba/F3 V617F tox 2.2, eIF4E-4G inh 1.4, S1P4 antag -12.9, Wee1 stabilizer 4.2 and MDM2 E3 inh 4.3.
CC(=O)N(C(C)=O)c1c(C#N)c(C)n(-c2ccccc2)c1C(=O)c1ccccc1 was read as S1P4 agonist -1.3, NPY-Y2 PAM-ag -1.0, PERK inhibitor 0.1, BaF3 parental 1.3, Ba/F3 V617F tox -0.3, eIF4E-4G inh -2.6, S1P4 antag 5.9, Wee1 stabilizer 1.8 and MDM2 E3 inh -10.9.
CCOc1ccc(S(=O)(=O)n2ccc(C)n2)c2ccccc12 was read as S1P4 agonist -1.9, NPY-Y2 PAM-ag -3.8, PERK inhibitor -0.4, BaF3 parental 0.5, Ba/F3 V617F tox -3.1, eIF4E-4G inh 10.1, S1P4 antag -6.0, Wee1 stabilizer -1.4 and MDM2 E3 inh -8.9.
For CC(C)(C)c1ccc(S(=O)(=O)NCCOCC(F)(F)C(F)F)cc1 the results were S1P4 agonist -0.5, NPY-Y2 PAM-ag 3.5, PERK inhibitor -0.3, BaF3 parental 5.4, Ba/F3 V617F tox 2.4, eIF4E-4G inh -3.0, S1P4 antag -19.7, Wee1 stabilizer -0.9 and MDM2 E3 inh -7.2.
`Cn1cc(CCNC(=O)CC2C(=O)NCCN2Cc2cccc(Oc3ccccc3)c2)cn1` (centres undefined) gave S1P4 agonist -0.9, NPY-Y2 PAM-ag 3.2, PERK inhibitor -0.6, BaF3 parental 4.5, Ba/F3 V617F tox 2.8, eIF4E-4G inh 1.0, S1P4 antag -0.3, Wee1 stabilizer -2.0 and MDM2 E3 inh -13.9.
`O/N=C1/CCCCc2sccc21` gave S1P4 agonist 1.9, NPY-Y2 PAM-ag 6.5, PERK inhibitor 0.5, BaF3 parental -3.0, Ba/F3 V617F tox -1.7, eIF4E-4G inh 4.1, S1P4 antag -9.6, Wee1 stabilizer -2.4 and MDM2 E3 inh -8.6.
`CCOC(=O)c1ccc(N2C(=O)c3n[nH]c(C)c3C2c2ccc(OC)cc2OC)cc1` (centres undefined) gave S1P4 agonist 0.2, NPY-Y2 PAM-ag -1.6, PERK inhibitor -1.3, BaF3 parental 3.7, Ba/F3 V617F tox -0.5, eIF4E-4G inh -3.8, S1P4 antag 6.2, Wee1 stabilizer -2.3 and MDM2 E3 inh 4.2.
`C=CC[n+]1c(-c2ccc(OCC)cc2)csc1NNC(=O)Nc1ccccc1` gave S1P4 agonist -0.5, NPY-Y2 PAM-ag 80.8*, PERK inhibitor 0.0, BaF3 parental 8.7, Ba/F3 V617F tox 3.1, eIF4E-4G inh 9.1, S1P4 antag -6.2 and Wee1 stabilizer 1.1.
N#Cc1c(N)nc2c(c1N)CC(CO)O2 (centres undefined) was read as S1P4 agonist -2.0, NPY-Y2 PAM-ag -0.4, PERK inhibitor 0.9, BaF3 parental 7.6, Ba/F3 V617F tox 5.4, eIF4E-4G inh 2.4, S1P4 antag -10.6, Wee1 stabilizer -3.0 and MDM2 E3 inh -19.4.
`CC(=O)c1cccc(NC(=O)c2ccc(S(=O)(=O)N3CCCCC3)cc2)c1` gave S1P4 agonist -2.5, NPY-Y2 PAM-ag -17.1, PERK inhibitor -0.8, BaF3 parental 1.2, Ba/F3 V617F tox -1.0, eIF4E-4G inh 1.8, S1P4 antag -9.4, Wee1 stabilizer -1.7 and MDM2 E3 inh -5.1.
Screening Cc1ccc(SCCCn2cncn2)cc1 returned S1P4 agonist -0.4, NPY-Y2 PAM-ag 12.0, PERK inhibitor 1.2, BaF3 parental 2.0, Ba/F3 V617F tox -1.0, eIF4E-4G inh -5.3[fluorescence artefact?], S1P4 antag 0.0, Wee1 stabilizer 1.5 and MDM2 E3 inh -8.7.
Screening CN(C)S(=O)(=O)c1ccc(C(=O)OCC(=O)c2ccc(OC(F)F)cc2OC(F)F)cc1 returned S1P4 agonist -3.0, NPY-Y2 PAM-ag 5.1, PERK inhibitor 0.2, BaF3 parental -2.4, Ba/F3 V617F tox -4.8, eIF4E-4G inh -2.6, S1P4 antag -21.5, Wee1 stabilizer 0.6 and MDM2 E3 inh -14.2.
COc1cc(C(=O)Nc2cc(C)c(OCC(=O)N3CCOCC3)c(C)c2)cc(OC)c1OC was read as S1P4 agonist 0.9, NPY-Y2 PAM-ag -10.3, PERK inhibitor -0.4, BaF3 parental 8.3, Ba/F3 V617F tox 7.0, eIF4E-4G inh 2.6, S1P4 antag 11.1, Wee1 stabilizer 3.2 and MDM2 E3 inh 2.8.
`COC(=O)CSc1ccc2nnc(CCNS(=O)(=O)c3ccccc3)n2n1` gave S1P4 agonist 0.1, NPY-Y2 PAM-ag -10.3, PERK inhibitor 1.7, BaF3 parental 8.8, Ba/F3 V617F tox -0.3, eIF4E-4G inh 4.6, S1P4 antag 0.8 and Wee1 stabilizer 0.8.

Compounds were not picked by outcome. About 4.1% of those tested had a hit in this group.
